# Compound activity (PubChem BioAssay)
# NSD2 block: NSD2 (human) methyltransferase inhibition. AID 624260. inhibition, % at 12.5 µM. actives 0.07% (n = 44,000). O96028. NSD2-SET H3K36me1 DELFIA fluorescence, biochemical; in the data active = inhibition above about 54%, passing the limit was not always enough;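 also: inhibitors reduce the monomethyl H3K36 fluorescence signal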
# Target sequence (O96028 whole entry, looked up): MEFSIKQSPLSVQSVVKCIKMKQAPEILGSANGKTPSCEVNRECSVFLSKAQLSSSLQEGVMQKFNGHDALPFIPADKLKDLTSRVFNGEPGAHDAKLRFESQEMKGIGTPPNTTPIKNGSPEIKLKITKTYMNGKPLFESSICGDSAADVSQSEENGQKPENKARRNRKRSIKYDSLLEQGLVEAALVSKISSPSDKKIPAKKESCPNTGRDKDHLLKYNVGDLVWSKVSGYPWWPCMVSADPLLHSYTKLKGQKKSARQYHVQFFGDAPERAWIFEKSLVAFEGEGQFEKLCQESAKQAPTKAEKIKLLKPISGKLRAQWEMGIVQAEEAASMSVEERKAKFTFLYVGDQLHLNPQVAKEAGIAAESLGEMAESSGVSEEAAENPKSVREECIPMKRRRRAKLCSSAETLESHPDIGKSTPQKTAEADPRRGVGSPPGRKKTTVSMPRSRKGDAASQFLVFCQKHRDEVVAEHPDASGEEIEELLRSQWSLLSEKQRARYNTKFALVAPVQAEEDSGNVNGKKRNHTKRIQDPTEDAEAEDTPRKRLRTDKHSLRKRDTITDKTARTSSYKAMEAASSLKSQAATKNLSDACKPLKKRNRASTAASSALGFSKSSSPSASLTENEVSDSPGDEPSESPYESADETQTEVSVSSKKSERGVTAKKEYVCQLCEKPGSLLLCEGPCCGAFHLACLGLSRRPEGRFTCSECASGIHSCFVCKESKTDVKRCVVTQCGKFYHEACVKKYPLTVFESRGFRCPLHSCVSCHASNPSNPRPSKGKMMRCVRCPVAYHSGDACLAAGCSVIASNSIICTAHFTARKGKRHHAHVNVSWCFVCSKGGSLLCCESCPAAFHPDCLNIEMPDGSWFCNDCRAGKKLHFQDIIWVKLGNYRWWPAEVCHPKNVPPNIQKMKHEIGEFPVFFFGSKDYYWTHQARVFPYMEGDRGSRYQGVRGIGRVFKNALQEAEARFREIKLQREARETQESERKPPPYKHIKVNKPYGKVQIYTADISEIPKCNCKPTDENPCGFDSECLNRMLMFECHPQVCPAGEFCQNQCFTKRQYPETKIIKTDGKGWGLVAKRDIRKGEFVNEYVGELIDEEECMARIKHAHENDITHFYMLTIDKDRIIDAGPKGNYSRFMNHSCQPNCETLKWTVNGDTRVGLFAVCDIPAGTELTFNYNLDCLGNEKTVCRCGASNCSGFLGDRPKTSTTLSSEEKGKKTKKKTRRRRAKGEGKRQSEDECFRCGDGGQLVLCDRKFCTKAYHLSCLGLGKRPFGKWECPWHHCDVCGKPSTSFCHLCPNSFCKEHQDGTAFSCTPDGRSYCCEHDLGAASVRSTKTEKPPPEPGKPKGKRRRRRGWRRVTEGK
# * hit, by the source's call. These rows are one share of the data; count on the stated rates, not on these rows.
SMILES,NSD2 block
COC(=O)C[C@@H]1C[C@@H]2c3cc(NS(=O)(=O)c4cccc(OC)c4)ccc3O[C@@H]2[C@@H](CO)O1,-78
O=C(C[C@@H]1CC[C@@H](NC(=O)c2cccnc2)[C@H](CO)O1)NCc1ccc(Cl)c(Cl)c1,6
C[C@@H]1CN([C@H](C)CO)C(=O)c2cc(N(C)C)ccc2O[C@H]1CN(C)Cc1ccc(C(=O)O)cc1,1
Cc1c(NC(=O)/C(C#N)=C/c2cccc([N+](=O)[O-])c2)c(=O)n(-c2ccccc2)n1C,-5
COc1ccc(CN(C)C[C@H]2Oc3c(NC(=O)c4ccc(-c5nccs5)cc4)cccc3C(=O)N([C@@H](C)CO)C[C@H]2C)cc1,-5
O=C(/C=C/c1ccc(O)cc1)OC[C@H]1O[C@@H](Oc2cc(O)c3c(c2)OC(c2ccc(O)cc2)CC3=O)[C@H](O)[C@@H](OC(=O)/C=C/c2ccc(O)cc2)[C@@H]1O (stereo not given in full),-2
Cc1nn(C(N)=S)c2c1CC(COCCC(C)C)O2 (stereo not given),0
CC(C)NC(=O)N(C)C[C@@H]1Oc2c(NS(=O)(=O)c3ccc(F)cc3)cccc2C(=O)N([C@@H](C)CO)C[C@@H]1C,-1
Cc1noc(C)c1S(=O)(=O)N(C)C[C@@H]1OCCCC[C@@H](C)Oc2ccc(NC(=O)Nc3ccc(F)cc3)cc2C(=O)N([C@@H](C)CO)C[C@H]1C,0
Cc1noc(C)c1NC(=O)N(C)C[C@H]1OCCCC[C@H](C)Oc2ccc(NC(=O)CCC(F)(F)F)cc2C(=O)N([C@@H](C)CO)C[C@@H]1C,3
C[C@@H]1CN([C@H](C)CO)C(=O)Cc2cc(NC(=O)Cn3cnnn3)ccc2O[C@H]1CN(C)S(=O)(=O)c1ccccc1,-1
C[C@@H]1CN([C@H](C)CO)C(=O)Cc2cc(NS(=O)(=O)c3cccs3)ccc2O[C@H]1CN(C)S(C)(=O)=O,2
C[C@@H]1CN([C@@H](C)CO)C(=O)c2cc(C#CC3(O)CCCC3)cnc2O[C@H]1CN(C)Cc1ccncc1,1
CC(=O)N(C)C[C@@H]1Oc2ncc(C#Cc3ccncc3)cc2C(=O)N([C@H](C)CO)C[C@H]1C,7
C[C@@H]1CN([C@H](C)CO)C(=O)c2cc(NC(=O)Nc3ccc4c(c3)OCO4)ccc2O[C@@H](C)CCCCO[C@@H]1CN(C)C(=O)C1CCCCC1,5
Cc1noc(C)c1NC(=O)Nc1ccc2c(c1)C(=O)N([C@H](C)CO)C[C@H](C)[C@H](CN(C)C(=O)CCCN(C)C)OCCCC[C@H](C)O2,-2
Cc1ccc(S(=O)(=O)N(C)C[C@H]2Oc3ccc(NC(=O)Nc4cccc5ccccc45)cc3C(=O)N([C@H](C)CO)C[C@H]2C)cc1,1
C[C@H]1CN([C@@H](C)CO)C(=O)c2cc(-c3ccc(C(=O)N(C)C)cc3)cnc2O[C@@H]1CN(C)C(=O)C1CC1,7
C[C@@H]1CN([C@@H](C)CO)C(=O)c2cc(NC(=O)Nc3cccc4ccccc34)ccc2O[C@H]1CN(C)Cc1ccc(Cl)c(Cl)c1,0
C[C@H](CO)N1C[C@H](C)[C@H](CN(C)Cc2ccc3c(c2)OCO3)Oc2ccc(NC(=O)NC3CCCCC3)cc2C1=O,-7
CCC(=O)N(C)C[C@H]1Oc2ncc(Br)cc2C(=O)N([C@@H](C)CO)C[C@@H]1C,7
C[C@H]1CN([C@@H](C)CO)C(=O)c2cc(NC(=O)C3CC3)ccc2O[C@H]1CN(C)Cc1ccncc1,-25
CCCC#Cc1cnc2c(c1)C(=O)N([C@H](C)CO)C[C@H](C)[C@@H](CN(C)CCC)O2,3
C[C@H](CO)N1C[C@H](C)[C@@H](CN(C)Cc2ccc(C(=O)O)cc2)Oc2c(cccc2N(C)C)C1=O,-3

# Retrieved by structure from above:
SMILES,NSD2 block
CCCC#Cc1cnc2c(c1)C(=O)N([C@H](C)CO)C[C@H](C)[C@@H](CN(C)CCC)O2,3
C[C@@H]1CN([C@@H](C)CO)C(=O)c2cc(NC(=O)Nc3cccc4ccccc34)ccc2O[C@H]1CN(C)Cc1ccc(Cl)c(Cl)c1,0
C[C@@H]1CN([C@H](C)CO)C(=O)c2cc(NC(=O)Nc3ccc4c(c3)OCO4)ccc2O[C@@H](C)CCCCO[C@@H]1CN(C)C(=O)C1CCCCC1,5

# (listing goes on)
SMILES,NSD2 block
C[C@H](CO)N1C[C@H](C)[C@H](CN(C)Cc2ccc(C(F)(F)F)cc2)Oc2ccc(NC(=O)CCN3CCOCC3)cc2CC1=O,-4
C[C@H]1CN([C@@H](C)CO)C(=O)c2cccc(NC(=O)c3nc4ccccc4s3)c2O[C@H]1CN(C)CC1CCCCC1,-2
C[C@@H]1CN([C@@H](C)CO)C(=O)c2cccc(NC(=O)C3CCCCC3)c2O[C@@H]1CN(C)C(=O)Nc1cccc2ccccc12,1
COc1cc(OC)nc(NC(=O)CSc2nc3ccccc3o2)n1,-3
Cc1ccc(S(=O)(=O)Nc2ccc3c(c2)C(=O)N([C@@H](C)CO)C[C@H](C)[C@@H](CN(C)C(=O)CCC(F)(F)F)OCCCC[C@H](C)O3)cc1,-21
COc1ccc(S(=O)(=O)N(C)C[C@H]2Oc3ccc(NC(=O)Nc4ccc(C(F)(F)F)cc4)cc3C(=O)N([C@H](C)CO)C[C@@H]2C)cc1,-3
C[C@@H]1CN([C@@H](C)CO)S(=O)(=O)c2ccc(C#C[C@@H](C)O)cc2O[C@@H]1CN(C)C(=O)Cc1ccccn1,18
C[C@@H]1CN([C@@H](C)CO)C(=O)c2cc(NC(=O)Cn3cnnn3)ccc2O[C@H]1CN(C)Cc1ccc(-c2ccccc2)cc1,-8
C[C@@H]1CN([C@@H](C)CO)C(=O)c2cc(-c3ccccc3)cnc2O[C@@H]1CN(C)C(=O)C1CCOCC1,3
C[C@H]1CN([C@@H](C)CO)C(=O)Cc2cc(NC(=O)Nc3ccc(F)cc3)ccc2O[C@@H]1CN(C)Cc1ccc(-c2ccccc2)cc1,4
NC(=O)COc1ccc(NC(=O)c2cccnc2)cc1,-2
C[C@H](CO)N1C[C@H](C)[C@H](CN(C)C(=O)CCCN(C)C)OCCCC[C@H](C)Oc2ccc(NC(=O)Nc3ccc(F)cc3)cc2C1=O,9
CCC(=O)N(C)C[C@@H]1Oc2cc(-c3ccccc3)ccc2S(=O)(=O)N([C@H](C)CO)C[C@@H]1C,-4
C[C@@H]1CN([C@H](C)CO)C(=O)c2cc(NC(=O)CCC(F)(F)F)ccc2O[C@@H](C)CCCCO[C@H]1CN(C)S(=O)(=O)c1ccc(Cl)cc1,-8
O=[N+]([O-])c1cccc2cn[nH]c12,-3
N#Cc1ccc(/C=N/NC(=O)CCCCCCC(=O)NO)cc1,7
COCC#Cc1ccc2c(c1)O[C@H](CN(C)S(=O)(=O)c1ccc(F)cc1)[C@H](C)CN([C@H](C)CO)S2(=O)=O,-23
C[C@H](CO)N1C[C@H](C)[C@@H](CN(C)C(=O)Nc2ccc(C(F)(F)F)cc2)Oc2c(NS(=O)(=O)c3ccc(Cl)cc3)cccc2C1=O,-2
COc1ccc(S(=O)(=O)Nc2ccc3c(c2)C(=O)N([C@H](C)CO)C[C@H](C)[C@@H](CN(C)C(=O)CCCN(C)C)OCCCC[C@@H](C)O3)cc1,4
CN(C)CCCNC(=O)C[C@H]1CC[C@H](NC(=O)Cc2cccnc2)[C@H](CO)O1,2
C[C@H](CO)N1C[C@H](C)[C@@H](CN(C)C)Oc2ccc(NC(=O)Nc3ccccc3)cc2C1=O,1
C[C@H](CO)N1C[C@H](C)[C@@H](CN(C)Cc2cncnc2)Oc2cc(/C=C/c3ccccc3)ccc2S1(=O)=O,4
C[C@H]1CN([C@@H](C)CO)C(=O)c2cc(C#CC3(O)CCCC3)cnc2O[C@H]1CN(C)C(=O)Cc1ccncc1,1
C[C@@H]1CCCCO[C@H](CN(C)Cc2ccc(C(F)(F)F)cc2)[C@@H](C)CN([C@H](C)CO)C(=O)c2cc(NS(=O)(=O)c3ccc(Cl)cc3)ccc2O1,-6

# Filtered by structure, the entries above containing a cyano group (2)
SMILES,NSD2 block
Cc1c(NC(=O)/C(C#N)=C/c2cccc([N+](=O)[O-])c2)c(=O)n(-c2ccccc2)n1C,-5
N#Cc1ccc(/C=N/NC(=O)CCCCCCC(=O)NO)cc1,7

# The list goes on.
SMILES,NSD2 block
COc1ccc(-c2cnc3c(c2)C(=O)N([C@H](C)CO)C[C@H](C)[C@H](CN(C)C(=O)NC2CCCCC2)O3)cc1,2
C[C@@H]1CN([C@@H](C)CO)C(=O)c2cc(NC(=O)Cc3cn(C)c4ccccc34)ccc2O[C@@H]1CN(C)Cc1ccc(C(F)(F)F)cc1,-3
Cc1ccc(S(=O)(=O)Nc2ccc3c(c2)C(=O)N([C@@H](C)CO)C[C@H](C)[C@@H](CN(C)C(=O)Nc2ccc(F)cc2)O3)cc1,1
C[C@H]1CN([C@@H](C)CO)C(=O)c2cc(NS(=O)(=O)c3cccs3)ccc2O[C@@H]1CN(C)Cc1ccc(C(=O)O)cc1,6
COc1ccccc1-c1cnc2c(c1)C(=O)N([C@@H](C)CO)C[C@H](C)[C@@H](CN(C)C(=O)CC1CC1)O2,-1
Cc1ccc(S(=O)(=O)N(C)C[C@H]2Oc3ncc(C#CCC(C)C)cc3C(=O)N([C@H](C)CO)C[C@@H]2C)cc1,-4
CC(C)NC(=O)N(C)C[C@H]1Oc2ccc(N(C)C)cc2C(=O)N([C@H](C)CO)C[C@H]1C,7
C[C@H](CO)N1C[C@H](C)[C@H](CN(C)Cc2ccc3c(c2)OCO3)Oc2ccc(NC(=O)Nc3ccc(F)cc3)cc2C1=O,12
C[C@H](CO)N1C[C@H](C)[C@@H](CN(C)Cc2ccc(C(F)(F)F)cc2)Oc2ccc(NC(=O)C3CC3)cc2C1=O,3
C[C@@H]1CN([C@H](C)CO)S(=O)(=O)c2ccc(-c3ccc(F)cc3)cc2O[C@H]1CN(C)C(=O)c1ccccc1F,29
C[C@@H]1CN([C@@H](C)CO)C(=O)Cc2cc(NS(=O)(=O)c3ccccc3)ccc2O[C@H]1CN(C)Cc1ccc(-c2ccccc2)cc1,-3
CC(C)NC(=O)N(C)C[C@H]1OCc2ccccc2-c2ccccc2C(=O)N([C@H](C)CO)C[C@H]1C,-4

# Quoted from the listing.
# Under NSD2 block, C[C@H](CO)N1C[C@H](C)[C@@H](CN(C)Cc2ccc(C(F)(F)F)cc2)Oc2ccc(NC(=O)C3CC3)cc2C1=O has 3
# Under NSD2 block, CC(C)NC(=O)N(C)C[C@H]1OCc2ccccc2-c2ccccc2C(=O)N([C@H](C)CO)C[C@H]1C has -4
# Under NSD2 block, C[C@@H]1CN([C@H](C)CO)S(=O)(=O)c2ccc(-c3ccc(F)cc3)cc2O[C@H]1CN(C)C(=O)c1ccccc1F has 29

# The listing continues.
SMILES,NSD2 block
C[C@@H]1CCCCO[C@@H](CN(C)C(=O)Nc2ccccc2)[C@@H](C)CN([C@H](C)CO)C(=O)c2cc(NC(=O)c3ccncc3)ccc2O1,2
C[C@H](CO)N1C[C@H](C)[C@H](CN(C)S(=O)(=O)c2ccc(Cl)cc2)Oc2ccc(NS(C)(=O)=O)cc2C1=O,6
C[C@H]1CN([C@@H](C)CO)C(=O)c2cc(NC(=O)Cc3ccccc3)ccc2O[C@@H]1CN(C)S(C)(=O)=O,1
Cc1noc(C)c1S(=O)(=O)Nc1ccc2c(c1)CC(=O)N([C@@H](C)CO)C[C@@H](C)[C@@H](CN(C)C(=O)NC1CCCCC1)O2,2
C[C@H](CO)N1C[C@H](C)[C@@H](CN(C)Cc2cccc(F)c2)Oc2ncc(-c3cccc(F)c3)cc2C1=O,-5
COc1ccc(CN(C)C[C@H]2Oc3ccc(NS(=O)(=O)c4ccccc4)cc3C(=O)N([C@@H](C)CO)C[C@@H]2C)cc1,3
CC(C)NC(=O)N(C)C[C@@H]1Oc2ncc(-c3ccc(F)cc3)cc2C(=O)N([C@H](C)CO)C[C@@H]1C,-1
Cc1noc(C)c1S(=O)(=O)N(C)C[C@@H]1Oc2ccc(NS(=O)(=O)c3cccs3)cc2C(=O)N([C@H](C)CO)C[C@@H]1C,1
CC(=O)N(C)C[C@@H]1Oc2cc(-c3ccccc3F)ccc2S(=O)(=O)N([C@H](C)CO)C[C@@H]1C,7
O=C(NCc1ccccc1)C1=C[C@@H](c2cccs2)C[C@@H](OCCCCO)O1,3
C[C@@H]1CN([C@H](C)CO)C(=O)c2cc(NC(=O)Nc3ccccc3)ccc2O[C@H]1CN(C)CC1CCCCC1,-4
Cc1ccc(S(=O)(=O)N(C)C[C@@H]2Oc3c(NC(=O)CCCCCC(=O)Nc4ccccc4N)cccc3C(=O)N([C@@H](C)CO)C[C@H]2C)cc1,9
C[C@@H]1CCCCO[C@@H](CN(C)CC2CCCCC2)[C@@H](C)CN([C@@H](C)CO)C(=O)c2cc(NC(=O)CCCN(C)C)ccc2O1,1
C[C@@H]1CCCCO[C@@H](CN(C)C(=O)Nc2ccc(F)cc2)[C@@H](C)CN([C@H](C)CO)C(=O)c2cc(NC(=O)NC3CCCCC3)ccc2O1,-3
C[C@@H]1CN([C@@H](C)CO)S(=O)(=O)c2ccc(-c3cccc(C#N)c3)cc2O[C@H]1CN(C)C(=O)Nc1cc(F)ccc1F,4
C=CC(COC(C)=O)NS(=O)(=O)c1ccc(Br)cc1 (stereo not given),4
C[C@@H]1CCCCO[C@H](CN(C)C(=O)Nc2ccc3c(c2)OCO3)[C@@H](C)CN([C@H](C)CO)C(=O)c2cc(N(C)C)ccc2O1,3
C=CCOC(=O)[C@@H]1[C@H]2C(=O)O[C@H](c3ccccc3)[C@H](c3ccccc3)N2[C@H](c2ccc(OCCOC(=O)[C@@H]3C[C@@H]4C(=O)N[C@@H](Cc5ccccc5)C(=O)N4[C@@H]3c3ccc(O)cc3)cc2)[C@@]12C(=O)Nc1ccc(I)cc12,-2

# Given as tab-separated lines: three of the compounds above.
smiles	NSD2 block
C[C@@H]1CN([C@H](C)CO)C(=O)c2cc(N(C)C)ccc2O[C@H]1CN(C)Cc1ccc(C(=O)O)cc1	1
Cc1c(NC(=O)/C(C#N)=C/c2cccc([N+](=O)[O-])c2)c(=O)n(-c2ccccc2)n1C	-5
COc1ccc(CN(C)C[C@H]2Oc3c(NC(=O)c4ccc(-c5nccs5)cc4)cccc3C(=O)N([C@@H](C)CO)C[C@H]2C)cc1	-5
